# From PubChem
# POLB inh: blocks human DNA polymerase beta activity | Pol beta primer extension/strand displacement, fluorescence kinetic | Potency, µM (top dose mostly 114 µM), for the others: top-dose activity change, negative = inhibition, usual class: inhibitors | actives 1.3% (n = 340,000) | AID 485314; further: on the % scale 0 is the no-effect control and ±100 the full control effect
#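 Pol beta (10 nM) was preincubated with compound for 15 min at room temperature. The reaction was then started with 50 nM substrate and read immediately and after a further 10 min at room temperature.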
# BAZ2B block: inhibitors of human BAZ2B bromodomain; AlphaScreen BAZ2B-H3K14Ac peptide displacement; actives 4.4% (n = 360,000); Potency, µM (doses to about 114 µM), inactives show at the top dose activity change, negative = inhibition, hits mostly inhibitors; Q9UIF8; further: on the % scale 0 is the no-effect control and ±100 the full control effect; nearly all actives have a fitted effect of over 60% in size
#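 AlphaScreen displacement: compounds (up to 110uM) incubated 30 min at room temperature with a preformed 50 nM BAZ2B/50 nM biotinylated H3K14Ac peptide complex in PBS pH 7.4 with Tween-20. Donor and acceptor beads at 10 ug/mL final added, 20 min light-protected before reading.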
# Pol iota inh: DNA polymerase iota (human) inhibition; Q9UNA4; Potency, µM (top dose mostly 115 µM), for inactives: at the top dose activity, negative = inhibition, hits mostly inhibitors; actives 1% (n = 390,000); AID 588590; Pol iota fluorescent replication assay, 10 min
#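 Pol iota at 10 nM preincubated 15 min with compounds at room temperature; reaction started with fluorescent substrate, 50 nM final. Fluorescence read kinetically at 0 and 10 min; buffer-only wells as negative control.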
# BLM helicase inh: Bloom syndrome helicase (human) inhibition; Potency, µM (highest dose often 56.1 µM), for inactives: top-dose activity change, negative = inhibition, usual class: inhibitors; actives 0.2% (n = 350,000); recombinant BLM DNA unwinding, fluorescence dequenching; P54132;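 further: plate controls were vehicle for no effect and no enzyme for full effect; nearly all actives have a fitted effect of over 35% in size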
# Target sequence (P54132 whole entry, looked up): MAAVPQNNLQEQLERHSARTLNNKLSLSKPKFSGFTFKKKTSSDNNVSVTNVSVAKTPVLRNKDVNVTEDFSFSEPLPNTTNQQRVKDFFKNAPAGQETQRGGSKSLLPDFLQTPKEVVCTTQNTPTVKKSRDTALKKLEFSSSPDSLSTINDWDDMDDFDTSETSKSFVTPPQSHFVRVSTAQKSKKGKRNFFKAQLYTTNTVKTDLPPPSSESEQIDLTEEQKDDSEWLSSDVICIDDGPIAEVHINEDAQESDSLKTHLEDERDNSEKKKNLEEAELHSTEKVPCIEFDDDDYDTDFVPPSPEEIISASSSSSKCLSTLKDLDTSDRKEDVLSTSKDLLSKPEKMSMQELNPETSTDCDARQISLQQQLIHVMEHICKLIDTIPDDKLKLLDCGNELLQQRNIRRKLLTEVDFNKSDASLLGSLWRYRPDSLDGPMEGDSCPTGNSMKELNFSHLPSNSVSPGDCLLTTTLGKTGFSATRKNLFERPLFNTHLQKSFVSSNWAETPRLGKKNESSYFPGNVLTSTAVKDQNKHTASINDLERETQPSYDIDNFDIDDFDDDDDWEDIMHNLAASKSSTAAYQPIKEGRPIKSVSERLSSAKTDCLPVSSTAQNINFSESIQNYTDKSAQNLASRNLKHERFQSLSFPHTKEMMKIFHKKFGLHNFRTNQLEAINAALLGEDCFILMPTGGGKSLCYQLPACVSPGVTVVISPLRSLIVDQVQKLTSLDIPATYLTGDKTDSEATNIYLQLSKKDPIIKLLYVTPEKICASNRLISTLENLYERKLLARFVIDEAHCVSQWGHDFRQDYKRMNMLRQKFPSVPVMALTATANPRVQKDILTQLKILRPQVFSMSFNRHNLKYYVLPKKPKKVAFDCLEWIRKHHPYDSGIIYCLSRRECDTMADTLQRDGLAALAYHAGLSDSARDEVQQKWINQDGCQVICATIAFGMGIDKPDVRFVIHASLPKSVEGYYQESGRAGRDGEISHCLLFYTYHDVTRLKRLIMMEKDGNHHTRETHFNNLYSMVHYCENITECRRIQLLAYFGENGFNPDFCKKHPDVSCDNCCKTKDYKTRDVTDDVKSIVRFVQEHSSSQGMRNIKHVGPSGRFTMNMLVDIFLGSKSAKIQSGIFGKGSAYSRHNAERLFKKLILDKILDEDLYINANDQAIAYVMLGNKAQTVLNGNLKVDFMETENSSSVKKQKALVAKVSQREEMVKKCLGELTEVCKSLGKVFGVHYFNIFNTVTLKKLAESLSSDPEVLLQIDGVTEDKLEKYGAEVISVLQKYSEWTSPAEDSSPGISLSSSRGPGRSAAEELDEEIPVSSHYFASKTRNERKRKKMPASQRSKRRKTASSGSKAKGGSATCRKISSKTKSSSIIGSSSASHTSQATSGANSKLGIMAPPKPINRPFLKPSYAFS
# POLH inh: blocks human DNA polymerase eta activity; Q9Y253; recombinant Pol eta, fluorescent DNA replication assay; Potency, µM (titrated, usually from 114 µM), inactives show top-dose activity change, negative = inhibition, usual class: inhibitors; actives 1.2% (n = 390,000); AID 588591; further: on the % scale 0 is the no-effect control and ±100 the full control effect
#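 Fluorescent replication assay: 50 nM final substrate added after a 15 min room-temperature compound preincubation with 10 nM enzyme. Signal taken at 0 min and again at 10 min.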
# POLK inh: inhibitors of human DNA polymerase kappa; AID 588579; Q9UBT6; actives 0.53% (n = 400,000); purified Pol kappa, fluorescent DNA synthesis assay, 10 min; Potency, µM (titrated, usually from 107 µM), for the others: top-dose activity, negative = inhibition, hits mostly inhibitors; further: on the % scale 0 is the no-effect control and ±100 the full control effect
#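 First, compounds were pin-transferred onto 10 nM Pol kappa. After 15 min at room temperature, substrate was added to 50 nM final. Fluorescence was then measured kinetically at 0 and 10 min.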
# JMJD2A Tudor: JMJD2A Tudor domain (human) inhibition. AlphaScreen JMJD2A-Tudor / H3K4me3 peptide binding. actives 4.4% (n = 390,000). Potency, µM (highest dose often 114 µM), for inactives: top-dose activity change, negative = inhibition, hits mostly inhibitors. O75164; further: on the % scale 0 is the no-effect control and ±100 the full control effect; nearly all actives have a fitted effect of over 50% in size
# G9a block: inhibitors of human histone lysine methyltransferase G9a. Q96KQ7. G9a H3K9 monomethylation, AlphaScreen, 2 h. Potency, µM (top dose mostly 102 µM), without a hit: at the top dose activity, negative = inhibition, hits mostly inhibitors. actives 8.8% (n = 350,000). AID 504332; further: on the % scale 0 is the no-effect control and ±100 the full control effect; nearly all actives have a fitted effect of over 75% in size
#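 Enzyme 20 nM + cpd, 15 min RT; add b-H3K9 pep 500 nM / SAM 20 uM; 2 h RT; anti-H3K9me1 Ab 0.5 ug/mL + SA donor / anti-rabbit acceptor beads 20 ug/mL each, 10 min; AlphaScreen read.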
# APEX1 inh: APE1 (human) endonuclease inhibition | actives 0.35% (n = 350,000) | Potency, µM (titrated, usually from 65.8 µM), without a hit: top-dose activity change, negative = inhibition, actives largely listed as inhibitors | recombinant APE1, TAMRA/BHQ-2 abasic DNA cleavage fluorescence | AID 2517 | P27695;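 further: plate controls were vehicle for no effect and reference inhibitor for full effect; nearly all actives have a fitted effect of over 55% in size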
#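 Substrate: short duplex with […] THF abasic site, 5'-TAMRA and 3'-BHQ-2, 50 nM final. APE1 at 0.75 nM, preincubated 15 min RT with compound. Fluorescence increase from first to third read measured activity.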
# The depositor's hits bear a star; ? = inconclusive; · = no result given; & = joins results of further samples; [ ] = another dose, or the depositor's remark. The call rests on the fitted dose curve; in most records, active means well fitted curve in the direction sought with a large enough effect; inconclusive means small, poorly fitted or top-dose-only effect, or another doubt; inactive means no such curve, though single readings can be large; an effect the other way counts as inactive or inconclusive. Potency means the concentration at half of the fitted maximal effect.
item	structure	POLB inh	BAZ2B block	Pol iota inh	BLM helicase inh	POLH inh	POLK inh	JMJD2A Tudor	G9a block	APEX1 inh
1	CC(C(=O)O)n1nc(-c2ccccc2)c2ccccc21 (stereo not given)	23%	0%	?	-4%	-1%	-9%	-5%	2%	31%
2	Cc1sc2ncnc(N3CCCC(C)C3)c2c1C (stereo not given)	8%	-9%	?	1%	-10%	12%	19%	56µM*	2%
3	Cc1onc(-c2ccccc2Cl)c1C(=O)O/N=C(\N)c1ccc([N+](=O)[O-])o1	1%	?	10%	-8%	-7%	-10%	?	35µM*	-2%
4	CC(=O)Nc1ccc(S(=O)(=O)NCc2ccc(C(=O)N3CCOCC3)cc2)cc1	-21%	-1%	9%	-2%	-15%	-12%	-21%	23%	-16%
5	O=C(O)c1cccc(CSc2nc(-c3ccccc3)cc(C(F)(F)F)n2)c1	0%	2%	33%[activator]	4%	-7%	1%	-5%	13%	15%
6	COc1ccc(C(=O)N/C(=C\c2cccc3ccccc23)C(=O)N2CCN(C)CC2)cc1OC	-7%	-8%	24%	-6%	-14%	-14%	-18%	-33%	-6%
7	CC(=O)Nc1ccc(S(=O)(=O)N(C)CC(=O)OCC(=O)N(CC(C)C)C2CCS(=O)(=O)C2)cc1 (stereo not given)	·	6%	16%	·	-19%	-12%	-6%	-1%[0.501 µM]	19%
8	O=S(=O)(/N=C/N1CCOCC1)c1ccc(Cl)cc1	13%	-3%	40%[activator]	1%	-8%	-11%	4%	?	-6%
9	CCOc1ccccc1NC(=O)Nn1cnnc1	11%	-10%	7%	-7%	-12%	-17%	-15%	1%	14%
10	CCCCCCNC(=O)N[C@@H](C(=O)NCCC[C@H]1CN2C(=NC[C@@H]2Cc2ccccc2)N1CCc1cccc(OC)c1)C(C)C	12%	25µM*	25µM*	4%	-2%	-7%	5µM*	?	1%
11	Cc1ccc(S(=O)(=O)N(C)C)cc1NC(=O)c1ccncc1	54%	-3%	?	3%	9%	4%	-6%	13%	16%
12	CC(=O)c1sc(-c2ccccn2)nc1C	1%	6%	·	0%	·	·	·	35µM*	?
13	CCCN1CCC(=O)N(C(CSc2ccc(C)cc2)Cc2ccccc2)CC1 (stereo not given)	·	·	41%[activator]	-1%	·	3%	-29%	·	?
14	Cc1ccccc1-c1n[nH]c(=S)n1Cc1ccccc1	7%	-16%	44%[activator]	4%	2%	-14%	?	·	3%
15	Cc1cccc(-c2ccc3ncnc(NCc4cccs4)c3c2)c1	·	-28%&-5%	-18%	·	-11%	6%	-20%	-15%[12.7 µM]	-14%&18%

# Structures listed above printed as active in JMJD2A Tudor.
item	structure	POLB inh	BAZ2B block	Pol iota inh	BLM helicase inh	POLH inh	POLK inh	JMJD2A Tudor	G9a block	APEX1 inh
10	CCCCCCNC(=O)N[C@@H](C(=O)NCCC[C@H]1CN2C(=NC[C@@H]2Cc2ccccc2)N1CCc1cccc(OC)c1)C(C)C	12%	25µM*	25µM*	4%	-2%	-7%	5µM*	?	1%

# (next part)
item	structure	POLB inh	BAZ2B block	Pol iota inh	BLM helicase inh	POLH inh	POLK inh	JMJD2A Tudor	G9a block	APEX1 inh
16	COc1ccc(C(CNC(=O)c2cccc(S(=O)(=O)Nc3ccccc3Cl)c2)N2CCOCC2)cc1 (stereo not given)	·	-30%	?	·	-16%	0%	-29%	?	-5%
17	COc1cccc(OC)c1C(=O)N1CCN(Cc2cccnc2)CC1	-5%	50µM*	-16%	4%	-4%	-14%	5µM*	7.1µM*	7%
18	CCc1ccc(NC(=O)c2cccnc2)cc1	4%	-2%	23%	0%	-9%	-1%	5%	-5%[59 µM]	-2%
19	O=C(Cn1cnc2sc3c(c2c1=O)CCCC3)NCC(=O)Nc1ccccc1F	1%	-2%	-4%	-1%	-2%	-11%	-14%	6%	-16%
20	Cc1cccc(OCC(=O)Nc2ccc3c(c2)nc(CCN2CCCCC2)n3C)c1	15%	-7%	-25%	-6%	-1%	6%	-23%	-7%	25%
21	COC(=O)c1cccc(NC(=O)c2nn(C)c(=O)c3ccccc23)c1	3%	-3%	-1%	-1%	9%	-4%	-18%	-65%	-9%
22	O=C(C1CCCO1)N1CCC(O)(c2ccccc2)CC1 (stereo not given)	-4%	-2%	-6%	0%	3%	-4%	6%	6%	3%
23	CN(C)c1ccc(CNC(=O)C2CCN(S(=O)(=O)c3ccc4[nH]c(=O)ccc4c3)CC2)cc1	4%	-1%	14%	-1%	-16%	-7%[60.1 µM]	-19%	-46%[59 µM]	·
24	Cc1ccc(C(=O)OCc2c(C)noc2C)cc1NC(=O)c1ccco1	17%	-6%	24%	-3%	-11%	-4%	-3%	?	6%
25	N#Cc1ccc(-n2c(-c3ccccc3)nnc2-c2ccccc2)cc1C#N	-15%	18%	9%	0%	0%	-14%[60.1 µM]	6%	22%[59 µM]	-10%
26	Cc1ccc(-n2nnnc2SCC(=O)c2c(N)n(C3CC3)c(=O)[nH]c2=O)c(C)c1	·	-5%	34%	·	-22%	3%	-14%	0%[59 µM]	13%
27	COc1cc(NC(=O)c2ccc3c(SCC(=O)O)c4c(nc3c2)CCCC4)cc(OC)c1OC	?	-25%	?	-23%	-7%	?	-29%	?	?
28	COc1ccc(C2N3CC4(C)CN2CC(C)(C3)C4=O)cc1OC (stereo not given)	33%	-6%	4%	2%	-9%	15%	2%	-10%	0%
29	CC1=CC(c2ccccc2)n2nc(N3C(=O)C4CC=CCC4C3=O)nc2N1 (stereo not given)	4%	-35%	-1%	0%	6%	-39%	-33%	25µM*	3%
30	COc1ccc(Cl)cc1NC(=O)c1c(NCc2cccnc2)sc2c1CCCC2	-14%	?	-3%	-8%	?	-6%[60.1 µM]	?	?	·

# Retrieved by structure from above, six records:
item	structure	POLB inh	BAZ2B block	Pol iota inh	BLM helicase inh	POLH inh	POLK inh	JMJD2A Tudor	G9a block	APEX1 inh
24	Cc1ccc(C(=O)OCc2c(C)noc2C)cc1NC(=O)c1ccco1	17%	-6%	24%	-3%	-11%	-4%	-3%	?	6%
25	N#Cc1ccc(-n2c(-c3ccccc3)nnc2-c2ccccc2)cc1C#N	-15%	18%	9%	0%	0%	-14%[60.1 µM]	6%	22%[59 µM]	-10%
26	Cc1ccc(-n2nnnc2SCC(=O)c2c(N)n(C3CC3)c(=O)[nH]c2=O)c(C)c1	·	-5%	34%	·	-22%	3%	-14%	0%[59 µM]	13%
23	CN(C)c1ccc(CNC(=O)C2CCN(S(=O)(=O)c3ccc4[nH]c(=O)ccc4c3)CC2)cc1	4%	-1%	14%	-1%	-16%	-7%[60.1 µM]	-19%	-46%[59 µM]	·
30	COc1ccc(Cl)cc1NC(=O)c1c(NCc2cccnc2)sc2c1CCCC2	-14%	?	-3%	-8%	?	-6%[60.1 µM]	?	?	·
20	Cc1cccc(OCC(=O)Nc2ccc3c(c2)nc(CCN2CCCCC2)n3C)c1	15%	-7%	-25%	-6%	-1%	6%	-23%	-7%	25%

# Next structures follow:
item	structure	POLB inh	BAZ2B block	Pol iota inh	BLM helicase inh	POLH inh	POLK inh	JMJD2A Tudor	G9a block	APEX1 inh
31	COc1cccc(-c2cc(C(=O)Nc3cccnc3)c3ccccc3n2)c1	2%	-18%	10%	-3%	-11%	-11%	-31%	·	-15%
32	Cc1cccc(NC(=O)c2cccc(OC(=S)N3CCOCC3)c2)c1	10%	2%	-13%	-5%	-23%	-7%	10%	-9%	17%
33	Cc1cccc(OCC(=O)Nc2ccc(S(=O)(=O)Nc3cc(C)nc(C)n3)cc2)c1	-19%	-21%	44%[activator]	-2%	-7%	-1%	-11%	5%	0%
34	CCOC(=O)c1nn(-c2ccc(F)cc2)c(=O)cc1OCC(=O)N1CCN(c2ccccc2)CC1	·	-33%	16%	·	-18%	-1%	-19%	?	30%[activator]
35	Cc1cccc(NC(=O)c2cc3c(=O)n(Cc4cccnc4)ccc3nc2C)c1	1%	-10%	-4%	0%	1%	8%	-17%	4%[59 µM]	·
36	CCN(CC)S(=O)(=O)c1cc(NC(=O)COC(=O)c2sc3ccccc3c2Cl)ccc1C	42%	-2%	13%	-10%	-11%	-7%	-11%	?	6%
37	Cc1ccc(CNC(=O)CN(C)S(=O)(=O)c2cccs2)cc1	21%	·	88%[activator]	-2%	-9%	1%	-10%	-43%	0%
38	Cc1cccc(NC(=S)NC(=O)/C=C/c2ccco2)c1	32µM*	45µM*	20µM*	-20%	50µM*	79µM*	?	25µM*	-11%
39	O=C(N/N=C/c1ccccc1)C(=O)N/N=C/c1ccccc1	-18%	-2%	-19%	1%	-11%	5%	-14%	-49%	43%
40	Cc1nnc(SCC(=O)N(CC(C)C)C2CCS(=O)(=O)C2)n1N (stereo not given)	·	0%	33%[activator]	·	-15%	6%	-2%	-2%[59 µM]	10%
41	Cc1ccc(-c2cc(C(F)F)nc(NCc3cccnc3)n2)cc1	13%	5%	?	4%	-7%	-13%	-16%	-4%[59 µM]	-8%
42	COc1cccc(N2CCN(C(=S)NCc3ccco3)CC2)c1	1%	?	4%	-3%	7%	-19%	-12%[57.1 µM]	-49%	-5%
43	COc1ccccc1NC(=O)CN1C(=O)CCS(=O)(=O)c2ccccc21	44%	5%	18%	1%	7%	1%	0%	?	4%

# These rows are one share of the data; the hit share may differ from the screen's.
